# D1 PAM: enhances dopamine response at the human D1 receptor | P21728 | HEK293 TREx D1 cells, calcium flux, dopamine EC20 potentiation | potentiation, % at 10 µM | 360,000 compounds, 0.036% hits; in the data active means potentiation above about 30%; further: 0% is about no effect
# Target sequence (P21728 whole entry, looked up): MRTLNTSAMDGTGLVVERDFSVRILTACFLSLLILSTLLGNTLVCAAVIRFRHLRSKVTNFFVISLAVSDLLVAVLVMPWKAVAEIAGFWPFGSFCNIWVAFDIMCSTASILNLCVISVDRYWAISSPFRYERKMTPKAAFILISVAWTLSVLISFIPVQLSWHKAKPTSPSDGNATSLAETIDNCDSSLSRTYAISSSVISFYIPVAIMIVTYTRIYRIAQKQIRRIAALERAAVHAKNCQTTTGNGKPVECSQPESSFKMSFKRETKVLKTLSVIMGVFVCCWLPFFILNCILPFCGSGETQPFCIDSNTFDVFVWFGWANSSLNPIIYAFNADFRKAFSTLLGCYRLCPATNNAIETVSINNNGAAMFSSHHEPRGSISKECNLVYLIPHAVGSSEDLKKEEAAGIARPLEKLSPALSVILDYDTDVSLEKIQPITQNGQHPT
# D1 antag: blocks dopamine activation of the human D1 receptor | HEK293 TREx D1 cells, calcium flux, dopamine EC80; stronger effect = lower value | activity change, negative = inhibition, % at 10 µM | 360,000 compounds, 3.2% hits; in the data active means activity change below about -30%; further: on the % scale 0 is the no-effect control and ±100 the full control effect
#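 Tetracycline-induced HEK293 Trex D1 cells, force-coupled to calcium, dye-loaded; compounds added and read 180 s, then EC80 dopamine added and calcium flux tracked kinetically another 180 s.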
# Vif-A3F inh: blocks the Vif interaction with APOBEC3F; Potency, µM (highest dose often 46.1 µM), for inactives: top-dose activity, negative = active; 390,000 compounds, 0.2% hits; HeLa A3F-eYFP + Vif (tagged APOBEC3F with the HIV-1 protein that degrades it), YFP fluorescence increase; further: potency means the concentration at half of the fitted maximal effect; % of control where 0% means no effect; nearly all actives have a fitted effect of over 65% in size
#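 HeLa cells stably expressing A3F-eYFP plus Vif, plated and incubated overnight at 37 deg C, then exposed to compounds overnight at 37 deg C. Blocked degradation read as raised yellow fluorescence (Ex 488/Em 500-530).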
# D1 agonist: agonists of human D1 dopamine receptor | HEK293 T-REx D1 cells, calcium flux, agonist mode | activation, % at 2 µM | 360,000 compounds, 1% hits | AID 504660; in the data active means activation above about 30%; further: 0% is about no effect
#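 Inducible HEK293 T-REx D1 cells, force-coupled to calcium signalling, were plated at 4000 cells/well with tetracycline and held overnight at 30 C. After no-wash calcium dye loading, compound-evoked calcium rise over 180 s flagged agonists.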
# Vif-A3G inh: Vif-A3G binding inhibition; AID 602310; 410,000 compounds, 0.076% hits; Potency, µM (titrated, usually from 46.1 µM), inactives show at the highest dose activity, negative = active, most hits filed as inhibitors; HeLa A3G-eYFP + Vif (tagged APOBEC3G with the HIV-1 protein that degrades it), YFP fluorescence, overnight; Q9HC16;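 further: potency means the concentration at half of the fitted maximal effect; on the % scale 0 is the no-effect control and ±100 the full control effect; nearly all actives have a fitted effect of over 60% in size; hits raise eYFP signal because A3G escapes Vif-driven loss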
# Target sequence (Q9HC16 whole entry, looked up): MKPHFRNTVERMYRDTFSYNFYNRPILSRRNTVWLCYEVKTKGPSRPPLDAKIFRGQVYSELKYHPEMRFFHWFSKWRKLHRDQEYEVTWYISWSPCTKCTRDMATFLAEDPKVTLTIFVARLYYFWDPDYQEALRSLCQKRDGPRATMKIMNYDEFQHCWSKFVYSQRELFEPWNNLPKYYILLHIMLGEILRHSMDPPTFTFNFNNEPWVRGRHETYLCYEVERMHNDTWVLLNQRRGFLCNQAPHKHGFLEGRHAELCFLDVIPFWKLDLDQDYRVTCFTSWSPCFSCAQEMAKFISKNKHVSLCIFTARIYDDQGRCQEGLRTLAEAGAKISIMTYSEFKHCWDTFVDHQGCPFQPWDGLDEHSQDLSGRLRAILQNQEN
#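 HeLa cells stably expressing Vif and C-terminally eYFP-tagged A3G, seeded overnight at 37 deg C, then exposed to compound by pintool overnight at 37 deg C. Rise in yellow fluorescence (Ex 488/Em 500-530, Acumen) marks blocked Vif-driven A3G degradation.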
# RXFP1 agonist: activates the human relaxin receptor RXFP1 | Q9HBX9 | HEK293T-RXFP1 cAMP TR-FRET, 30 min; response scale: percent of porcine relaxin response, buffer zero | Potency, µM (top dose mostly 57.5 µM), without a hit: at the top dose activation, hits mostly activators | 370,000 compounds, 0.3% hits | AID 2676; further: potency means the concentration at half of the fitted maximal effect; on the % scale 0 is the no-effect control and ±100 the full control effect; nearly all actives have a fitted effect of over 60% in size; many of its hits are not listed in these tables
#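 cAMP rise read by TR-FRET after 30 min, 37C compound exposure (up to 58 uM) in RXFP1-transfected HEK293 cells with Ro 20174 present. EC50 from Hill-equation fits, with 29 nM porcine relaxin as 100% and buffer as basal.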
# GRP78 ERSR act: induces the endoplasmic reticulum stress response in human glioma cells | 420,000 compounds, 0.02% hits | U87-MG GRP78 promoter luciferase reporter, 16 h | AID 602332 | Potency, µM, without a hit: top-dose activation, usual class: activators; further: potency means the concentration at half of the fitted maximal effect; series mostly up to about 76 µM; % of control where 0% means no effect; nearly all actives have a fitted effect of over 35% in size
#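 ERSR induction read as luciferase luminescence (Bright-Glo, 10 min at room temperature) in stably transfected human U87-MG glioma cells exposed to compounds for 16 h, using GRP78 as sensor.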
# D2 PAM: D2 dopamine receptor (human) potentiation; P14416; HEK293 T-REx D2, calcium flux, EC20 dopamine potentiation; potentiation, % at 10 µM; 340,000 compounds, 0.34% hits;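 active means potentiation over 3 SD above the plate norm, cut at about 30% in these data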; further: 0% is about no effect
#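 Potentiation of an EC20 dopamine calcium response is measured in a force-coupled, tetracycline-inducible Hek293 Trex D2 line. Compound-only kinetic reads over 180 s flag agonists before dopamine addition.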
# LDHA inh: LDHA (human) enzyme inhibition. P00338. purified LDHA, NADH/diaphorase-resazurin fluorescence; stronger effect = lower value. activity change, % (values are at about 110 or 230 µM). 480,000 compounds, 0.15% hits; in the data active means activity change below about -30%; inconclusive means mostly about -25% to -30%;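 further: plate controls were DMSO wells for no effect and wells without enzyme for full effect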
#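 Human LDH5 (2 nM) was incubated with 0.06 mM NADH and 0.2 mM pyruvate for 5 min at room temperature in Tris pH 7.4. Remaining NADH was coupled through diaphorase/resazurin, and resorufin fluorescence was read at 0 and 20 min.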
# * = called active by the depositor; ? = inconclusive; . = no result given. Unless noted, the call rests on the fitted dose curve; in most records, active means well fitted curve in the direction sought with a large enough effect; inconclusive means small, poorly fitted or top-dose-only effect, or another doubt; inactive means no such curve, though single readings can be large; an effect the other way counts as inactive or inconclusive. The list is partial (hit frequency here may not be typical).
no. | mol | D1 PAM | D1 antag | Vif-A3F inh | D1 agonist | Vif-A3G inh | RXFP1 agonist | GRP78 ERSR act | D2 PAM | LDHA inh
1 | COc1cccc(-c2c[nH]c(=O)[nH]c2=O)c1 | -2 | -20 | 9% | 1 | -1% | -2.8% | -2% | 7 | -3
2 | CCSCCOC(=O)C1=C(C)NC(=O)NC1c1ccccc1 (centres undefined) | -4 | 3 | 5% | 0 | 1% | 3.6% | -3% | 9 | -9
3 | O=C(Nc1cccc(Cl)c1N1CCCCC1)c1ccc(N2CCOCC2)c([N+](=O)[O-])c1 | 0 | 1 | -16% | 1 | 4% | -0.5% | -2% | 10 | -2
4 | Cc1ccc2nc(N/C(=N/S(=O)(=O)c3ccc(F)cc3)c3ccccc3)sc2c1 | -13 | -44* | 0% | 9 | -12% | -1.0% | 1% | 18 | -1
5 | Cc1nc2ccc(NC(=O)c3cnc(Cl)c(Cl)c3)cc2s1 | -7 | 6 | ? | 3 | -10% | 11% | 7% | 10 | 1
6 | Cc1ccccc1CC1SC(N)=NC1=O (centres undefined) | 1 | 6 | -2% | 2 | 1% | 0.9% | -2% | -6 | -9
7 | COc1ccccc1-c1cc(C(=O)N2CCCCC2C)no1 (centres undefined) | 7 | 1 | . | -1 | . | -0.4% | . | 1 | 2
8 | Cc1ccc(S(=O)(=O)Nc2cccc(-c3ccc4nncn4n3)c2)cc1 | -2 | -5 | -27% | 3 | ? | -0.3% | -5% | 4 | -12
9 | CS(=O)(=O)N(CC(=O)N1CCOCC1)c1cccc(Cl)c1Cl | 2 | -8 | 2% | 3 | -3% | -0.9% | -2% | 7 | ?
10 | COc1ccc(NS(=O)(=O)c2ccc3c(c2)N(C(C)=O)CCS3)cc1 | 1 | -10 | -1% | 26 | -3% | -2.4% | 18% | 14 | -6
11 | CC1CC(C)CN(CCCNC(=O)COc2cc(=O)n(C)c3ccccc23)C1 (centres undefined) | 9 | -4 | 1% | 1 | -1% | -1.2% | -5% | 0 | -3
12 | O=C(Cn1nc(N2CCN(c3ccccc3)CC2)ccc1=O)Nc1ccc(F)cc1F | -5 | -2 | -8% | 1 | 2% | 2.5% | -1% | . | -1
13 | C=CCn1c(C)csc1=Nc1ccc(C(=O)O)cc1 | 1 | 10 | ? | 2 | 2% | -2.0% | -3% | 4 | 0
14 | CC(C)(C)OC(=O)NCCc1nnc(SCc2ccc(Cl)cc2)o1 | -3 | . | 4% | -1 | -1% | 1.8% | -2% | -17 | -3
15 | O=C(NCCCN1CCOCC1)c1cc2ccccc2oc1=O | -1 | 20 | -2% | 5 | -3% | -1.3% | 1% | -10 | 0
16 | CCS(=O)(=O)N1Cc2ccccc2CC1C(=O)Nc1ccc(F)c(F)c1 (centres undefined) | -3 | 12 | -5% | -1 | -8% | 1.5% | 0% | 1 | 4
17 | COc1ccc(-n2ncc3c(=O)n(CC(=O)OCc4ccccc4)cnc32)cc1 | -22 | -25 | -11% | 4 | 2% | 0.4% | -3% | 16 | 1
18 | Cc1nn(-c2ccc([N+](=O)[O-])cc2)c(N)c1-c1ccccc1 | 0 | -25 | -15% | 6 | -9% | 1.1% | -4% | -13 | -6
19 | CCC(Cc1ccccc1)NC(=O)c1ccc2nc(N3CCOCC3)sc2c1 (centres undefined) | -3 | -4 | 3% | 1 | 1% | 0.9% | 2% | 2 | -3
20 | Cc1cc(-c2ccccc2)n(-c2cc(N/N=C/c3ccccc3O)ncn2)n1 | -2 | 8 | ? | 4 | ? | 1.9% | -8% | 3 | -11
21 | Cc1ccc(C)c(-c2nnc(NC(=O)COc3ccccc3)o2)c1 | -5 | -8 | 2% | 4 | -8% | -1.8% | 0% | -19 | -2
22 | O=C1c2cccc3cccc(c23)C(=O)N1CCN1CCN(CC(O)COc2ccccc2)CC1 (centres undefined) | 0 | -13 | -18% | 4 | 0% | 0.0% | -4% | -15 | -4
23 | COC(=O)C1CCN(C(=O)c2ccc(OC)c(S(=O)(=O)N3CCCc4ccccc43)c2)CC1 | . | . | 4% | . | 0% | . | -3% | . | -5
24 | Cc1ccccc1C(=O)Nc1cccc(NC(=O)c2cccnc2)c1 | -2 | 3 | ? | 2 | -6% | 5.6% | -2% | -12 | -6
25 | COc1ccc(C(NC(C)=O)c2c(O)ccc3ccccc23)cc1OC (centres undefined) | -7 | -2 | -1% | 5 | -6% | 0.3% | -6% | -1 | 12
26 | Cc1ccc(C(=O)N2CCN(c3ccc([N+](=O)[O-])cc3)CC2)o1 | -8 | 7 | 5% | 5 | 2% | 5.7% | -6% | 8 | -1
27 | Cc1ccc(Cl)cc1N1CCN(C(=O)c2cc3c(=O)n(C)c4ccccc4c3n2C)CC1 | . | -36* | 0% | 3 | 1% | -0.1% | -3% | 3 | -4
28 | CCOc1ccc(C(=O)Nc2ccc(C(=O)N3CCOCC3)cc2)c(OCC)c1 | -2 | 1 | 3% | 1 | 2% | 1.0% | -2% | 0 | -7
29 | CCOC(=O)CC1=C(C(=O)OCC)C(c2cc(OC)c(OC)cc2OC)C(C#N)=C(N)O1 (centres undefined) | 0 | -5 | 6% | 2 | -3% | 0.6% | -4% | -6 | 6
30 | CCOc1ccc(NC(=O)c2ccc3c(c2)c(C)c(C)n3Cc2ccc(F)cc2)cc1 | -6 | -21 | 0% | 2 | ? | -0.1% | -3% | -4 | 5

# Following part.
no. | mol | D1 PAM | D1 antag | Vif-A3F inh | D1 agonist | Vif-A3G inh | RXFP1 agonist | GRP78 ERSR act | D2 PAM | LDHA inh
31 | C=CCN1C(=O)CSc2ccc(C(=O)NC3CCCCC3)cc21 | 1 | -12 | 0% | 1 | -1% | -3.7% | -1% | 2 | -19
32 | COc1ccc(NS(=O)(=O)c2ccc(N3CCCC3)c(NC(=S)Nc3cccc(S(=O)(=O)N(C)C)c3)c2)cc1 | -2 | 4 | . | 16 | . | -0.2% | . | -18 | .
33 | COC(=O)c1ccc(OCC2c3cc(OC)c(OC)cc3CCN2C(=O)c2cccc(C)c2)cc1 (centres undefined) | -2 | -33* | 2% | 3 | 3% | 5.4% | 0% | 6 | -4
34 | CC1CCCC(C)N1C(=O)COC(=O)CNC(=O)c1sc2ccccc2c1Cl (centres undefined) | 3 | -25 | -6% | 11 | 0% | 12% | 0% | 4 | 4
35 | COc1cccc2cc(-c3nc4ccccc4o3)c(=O)oc12 | -3 | -1 | 2% | 1 | 0% | 1.2% | 4% | 19 | 0
36 | Cc1cccc(NC(=O)Cn2c(O)c(N=NC(N)=S)c3ccccc32)c1 | 0 | 3 | -26% | 3 | -13% | 0.9% | -8% | -8 | -4
37 | NC1(N)OC(CN2C(=O)c3ccccc3C2=O)CS1 (centres undefined) | -2 | 0 | 1% | 2 | 2% | 0.3% | ? | 13 | -12
38 | CCOc1ccc(NC(=O)Nc2nnc(CC)s2)cc1 | -11 | -4 | 1% | 3 | -3% | 2.0% | 7% | -6 | -9
39 | O=C(Nc1ccc(C(=O)OCc2cc(=O)n3c4c(sc3n2)CCCC4)cc1)c1ccccc1 | 0 | -17 | -11% | -2 | -1% | 5.0% | 0% | 3 | -10
40 | CCCCNC(=O)[C@H]1N2C(=O)c3c(ccc(OC)c3OC)C2SC1(C)C (some centres undefined) | 1 | 9 | 0% | 2 | 0% | -2.6% | -1% | 6 | -1
41 | Cc1cc2cc(CNC(=O)CCC(=O)O)ccc2n1C | -1 | 8 | 0% | 3 | 0% | 0.4% | -4% | -1 | 0
42 | CCOC(=O)C1=C(CNCCc2ccc(Cl)cc2)NC(=O)NC1c1ccc2c(c1)OCO2 (centres undefined) | -2 | 9 | -2% | 2 | -2% | 1.3% | -7% | 31* | 2
43 | OCC[C@@H]1C[C@H](O)[C@@H](O)[C@@]2(CCCCO2)O1 | . | . | -6% | . | 7% | . | -4% | . | -2
44 | O=C(NCC(=O)N(c1ccccc1)C(C(=O)NC1CCCCC1)c1ccncc1)c1ccco1 (centres undefined) | 6 | 13 | -5% | 1 | -3% | -0.2% | 0% | 2 | -4

# Reformatted as labelled records: four of the compounds above.
34	CC1CCCC(C)N1C(=O)COC(=O)CNC(=O)c1sc2ccccc2c1Cl (centres undefined)
  D1 PAM: 3	D1 antag: -25	Vif-A3F inh: -6%	D1 agonist: 11	Vif-A3G inh: 0%	RXFP1 agonist: 12%	GRP78 ERSR act: 0%	D2 PAM: 4	LDHA inh: 4
41	Cc1cc2cc(CNC(=O)CCC(=O)O)ccc2n1C
  D1 PAM: -1	D1 antag: 8	Vif-A3F inh: 0%	D1 agonist: 3	Vif-A3G inh: 0%	RXFP1 agonist: 0.4%	GRP78 ERSR act: -4%	D2 PAM: -1	LDHA inh: 0
36	Cc1cccc(NC(=O)Cn2c(O)c(N=NC(N)=S)c3ccccc32)c1
  D1 PAM: 0	D1 antag: 3	Vif-A3F inh: -26%	D1 agonist: 3	Vif-A3G inh: -13%	RXFP1 agonist: 0.9%	GRP78 ERSR act: -8%	D2 PAM: -8	LDHA inh: -4
43	OCC[C@@H]1C[C@H](O)[C@@H](O)[C@@]2(CCCCO2)O1
  D1 PAM: .	D1 antag: .	Vif-A3F inh: -6%	D1 agonist: .	Vif-A3G inh: 7%	RXFP1 agonist: .	GRP78 ERSR act: -4%	D2 PAM: .	LDHA inh: -2

# Screening data (PubChem)
